TcdB GH inh = blocks C. difficile toxin B glycohydrolase activity; TcdB glycohydrolase enzymatic assay, plate reader; inhibition, % at 9.99 µM; 350,000 tested, 0.24% active; AID 652162; in the data active = inhibition above about 10%
Target sequence (P18177 whole entry, looked up): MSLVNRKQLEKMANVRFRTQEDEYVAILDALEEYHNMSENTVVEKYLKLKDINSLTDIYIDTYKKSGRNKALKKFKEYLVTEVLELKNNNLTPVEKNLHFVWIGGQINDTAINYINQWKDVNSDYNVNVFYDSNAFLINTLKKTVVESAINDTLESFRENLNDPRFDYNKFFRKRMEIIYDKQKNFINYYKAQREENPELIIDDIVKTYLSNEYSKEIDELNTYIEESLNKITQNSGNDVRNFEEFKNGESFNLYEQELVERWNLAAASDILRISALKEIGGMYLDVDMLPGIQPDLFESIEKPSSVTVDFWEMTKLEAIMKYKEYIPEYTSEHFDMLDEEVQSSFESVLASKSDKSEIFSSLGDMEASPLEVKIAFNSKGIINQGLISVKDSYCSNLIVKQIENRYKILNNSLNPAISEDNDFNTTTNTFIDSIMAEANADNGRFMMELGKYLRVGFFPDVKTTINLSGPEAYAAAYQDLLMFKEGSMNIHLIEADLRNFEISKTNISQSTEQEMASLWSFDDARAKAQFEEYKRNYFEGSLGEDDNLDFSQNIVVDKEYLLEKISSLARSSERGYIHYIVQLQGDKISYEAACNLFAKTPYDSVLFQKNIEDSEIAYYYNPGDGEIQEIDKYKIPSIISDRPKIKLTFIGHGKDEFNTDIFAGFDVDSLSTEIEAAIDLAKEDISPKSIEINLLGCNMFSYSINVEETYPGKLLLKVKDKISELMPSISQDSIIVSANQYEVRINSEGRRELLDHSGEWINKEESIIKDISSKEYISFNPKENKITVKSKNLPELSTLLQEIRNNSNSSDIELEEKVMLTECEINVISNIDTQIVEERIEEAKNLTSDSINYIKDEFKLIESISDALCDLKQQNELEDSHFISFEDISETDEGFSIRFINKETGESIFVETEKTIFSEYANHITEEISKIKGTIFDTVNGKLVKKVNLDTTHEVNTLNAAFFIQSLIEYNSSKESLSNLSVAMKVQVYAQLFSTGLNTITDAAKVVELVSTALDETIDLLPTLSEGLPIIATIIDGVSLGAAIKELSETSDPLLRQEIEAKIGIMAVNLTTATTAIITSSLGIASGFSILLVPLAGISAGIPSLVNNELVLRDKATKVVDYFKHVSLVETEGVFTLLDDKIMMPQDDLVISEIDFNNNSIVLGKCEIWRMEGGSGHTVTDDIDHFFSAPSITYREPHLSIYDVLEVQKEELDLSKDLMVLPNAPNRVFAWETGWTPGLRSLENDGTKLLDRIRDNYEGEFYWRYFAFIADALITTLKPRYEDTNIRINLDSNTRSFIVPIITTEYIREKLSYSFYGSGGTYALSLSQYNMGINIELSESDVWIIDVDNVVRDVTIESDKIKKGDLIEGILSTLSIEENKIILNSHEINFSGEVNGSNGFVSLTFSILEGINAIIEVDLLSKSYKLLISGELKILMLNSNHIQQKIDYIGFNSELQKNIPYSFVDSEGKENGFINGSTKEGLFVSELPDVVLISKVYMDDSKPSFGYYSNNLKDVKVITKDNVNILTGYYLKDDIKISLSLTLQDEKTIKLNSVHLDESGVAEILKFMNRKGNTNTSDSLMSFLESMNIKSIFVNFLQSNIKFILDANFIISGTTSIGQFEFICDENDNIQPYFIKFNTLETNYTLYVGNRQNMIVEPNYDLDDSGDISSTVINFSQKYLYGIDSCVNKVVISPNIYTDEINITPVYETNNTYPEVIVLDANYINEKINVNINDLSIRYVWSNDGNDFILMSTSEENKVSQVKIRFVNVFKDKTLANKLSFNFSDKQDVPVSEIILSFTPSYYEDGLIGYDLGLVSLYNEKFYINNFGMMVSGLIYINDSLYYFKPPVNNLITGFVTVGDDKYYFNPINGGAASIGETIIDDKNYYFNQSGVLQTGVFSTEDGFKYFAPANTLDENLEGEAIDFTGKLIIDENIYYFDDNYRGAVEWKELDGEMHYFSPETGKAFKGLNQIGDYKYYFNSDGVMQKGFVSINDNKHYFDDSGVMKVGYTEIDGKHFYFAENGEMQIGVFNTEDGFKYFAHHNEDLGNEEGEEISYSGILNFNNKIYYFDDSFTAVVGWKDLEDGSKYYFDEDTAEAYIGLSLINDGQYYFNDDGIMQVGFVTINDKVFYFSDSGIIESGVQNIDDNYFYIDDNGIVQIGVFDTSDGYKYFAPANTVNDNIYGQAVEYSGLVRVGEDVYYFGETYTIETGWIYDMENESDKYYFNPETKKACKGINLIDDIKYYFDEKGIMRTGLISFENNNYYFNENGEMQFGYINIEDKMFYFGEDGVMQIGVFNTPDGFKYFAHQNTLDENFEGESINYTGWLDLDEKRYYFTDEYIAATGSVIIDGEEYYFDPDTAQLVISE
* marks the source's active call; other numbers are inactive results.

SMILES | TcdB GH inh
COCC#Cc1ccc2c(c1)O[C@@H](CN(C)C(=O)Nc1ccccc1F)[C@@H](C)CN([C@@H](C)CO)S2(=O)=O | -0.1
CC(=O)N(C)C[C@@H]1Oc2cc(-c3ccc(F)cc3)ccc2S(=O)(=O)N([C@H](C)CO)C[C@@H]1C | 0.2
COc1ccc(S(=O)(=O)Nc2ccc3c(c2)C(=O)N([C@@H](C)CO)C[C@@H](C)[C@@H](CN(C)S(=O)(=O)c2ccc(F)cc2)OCCCC[C@@H](C)O3)cc1 | 0.0
C[C@@H]1CN([C@@H](C)CO)C(=O)Cc2cc(NC(=O)Nc3ccccc3)ccc2O[C@H]1CN(C)C(=O)Nc1ccccc1 | -0.1
CO[C@H]1CN(C)C(=O)c2cc(NC(=O)C3CCCC3)ccc2OC[C@H](C)N(S(C)(=O)=O)C[C@H]1C | 1.8
Cc1ccc(S(=O)(=O)N(C)C[C@@H]2Oc3ccc(NS(=O)(=O)c4cccs4)cc3C(=O)N([C@@H](C)CO)C[C@@H]2C)cc1 | -0.4
C[C@@H]1CN([C@@H](C)CO)C(=O)c2cc(NC(=O)Cc3cn(C)c4ccccc34)ccc2O[C@H]1CN(C)S(=O)(=O)c1cn(C)cn1 | -2.3
C[C@H]1CCCCO[C@H](CN(C)C(=O)Nc2ccc(F)cc2)[C@@H](C)CN([C@@H](C)CO)C(=O)c2cc(NC(=O)Nc3cccc4ccccc34)ccc2O1 | -1.7
C[C@H]1CCCCO[C@H](CN(C)C(=O)c2ccccc2)[C@@H](C)CN([C@@H](C)CO)C(=O)c2cc(NS(C)(=O)=O)ccc2O1 | 0.7
C[C@H](CO)N1C[C@H](C)[C@H](CN(C)S(=O)(=O)c2cccs2)Oc2ccc(NS(=O)(=O)c3ccc(Cl)cc3)cc2CC1=O | 0.9
C[C@@H]1CCCCO[C@@H](CN(C)S(=O)(=O)c2cn(C)cn2)[C@H](C)CN([C@@H](C)CO)C(=O)c2cc(NS(=O)(=O)c3ccc(F)cc3)ccc2O1 | -0.3
C[C@@H]1CN([C@H](C)CO)C(=O)c2cccc(NS(=O)(=O)c3ccccc3)c2O[C@H]1CN(C)Cc1ccc(Cl)c(Cl)c1 | 1.8
C[C@H](CO)N1C[C@H](C)[C@H](CN(C)C(=O)c2ccncc2)OCCCC[C@H](C)Oc2ccc(NC(=O)CCCCCC(=O)Nc3ccccc3N)cc2C1=O | 0.4
C[C@H]1CN([C@@H](C)CO)C(=O)c2cc(NS(=O)(=O)c3ccc(F)cc3)ccc2O[C@H]1CN(C)Cc1ccccc1 | 0.2
C[C@H](CO)N1C[C@H](C)[C@@H](CN(C)Cc2ccc(Cl)c(Cl)c2)Oc2ccc(NC(=O)Cc3ccccc3)cc2CC1=O | 0.3
CO[C@H]1CN(C)C(=O)c2ccc(NC(=O)NC(C)C)cc2OC[C@@H](C)N(C(=O)CN(C)C)C[C@H]1C | 2.0
CO[C@H]1CN(C)C(=O)c2cc(NC(=O)C3CCC3)ccc2OC[C@@H](C)N(Cc2cccnc2)C[C@@H]1C | 0.8
CCC(=O)N1[C@@H]2Cn3c(ccc(-c4ccccc4F)c3=O)[C@H]1[C@@H](C(=O)NC1CCC1)[C@@H]2CO | -1.2
CCCN1C[C@@H](C)[C@H](OC)CN(C)C(=O)c2cc(NC(=O)Nc3c(C)noc3C)ccc2OC[C@H]1C | -1.1
Cc1noc(C)c1NC(=O)N(C)C[C@@H]1Oc2ccc(N(C)C)cc2C(=O)N([C@H](C)CO)C[C@@H]1C | -5.9
Cc1ccc(S(=O)(=O)Nc2ccc3c(c2)CC(=O)N([C@H](C)CO)C[C@@H](C)[C@@H](CN(C)C(=O)Nc2ccccc2)O3)cc1 | -0.1
CC(C)C(=O)Nc1ccc2c(c1)C(=O)N(C)[C@H]1CC[C@@H](CC(=O)Nc3ccccc3)O[C@@H]1CO2 | -0.5
CCN1[C@@H]2c3cccc(=O)n3C[C@@H]2[C@@H](CO)[C@@H]1C(=O)NC1Cc2ccccc2C1 | -2.3
Cc1ccc(S(=O)(=O)Nc2ccc3c(c2)C(=O)N([C@H](C)CO)C[C@H](C)[C@@H](CN(C)S(=O)(=O)c2ccccc2)OCCCC[C@@H](C)O3)cc1 | -0.6
C=CC(COC(C)=O)NS(=O)(=O)c1ccc(Br)cc1 (stereo unspecified) | 0.6

Overlap with the part before: 2 compounds, followed by the next part.
SMILES | TcdB GH inh
Cc1ccc(S(=O)(=O)Nc2ccc3c(c2)C(=O)N([C@H](C)CO)C[C@H](C)[C@@H](CN(C)S(=O)(=O)c2ccccc2)OCCCC[C@@H](C)O3)cc1 | -0.6
C=CC(COC(C)=O)NS(=O)(=O)c1ccc(Br)cc1 (stereo unspecified) | 0.6
C[C@@H]1CN([C@H](C)CO)C(=O)c2cc(C3=CCCC3)cnc2O[C@@H]1CN(C)C(=O)c1ccncc1 | 0.7
COc1ccc(NC(=O)Nc2ccc3c(c2)C(=O)N([C@H](C)CO)C[C@H](C)[C@@H](CN(C)S(=O)(=O)c2ccc(C)cc2)O3)cc1 | 0.8
C[C@@H]1CN([C@H](C)CO)C(=O)Cc2cc(NC(=O)CCCN(C)C)ccc2O[C@@H]1CN(C)S(=O)(=O)c1ccccc1 | 0.2
COCC(=O)Nc1ccc2c(c1)C(=O)N(C)C[C@H](OC)[C@H](C)CN(Cc1cc(F)ccc1F)[C@@H](C)CO2 | 0.2
C[C@H]1CN([C@@H](C)CO)C(=O)c2c(c3ccccc3n2C)-c2ccccc2CO[C@H]1CN(C)C | 11*
CC(C)NC(=O)N(C)C[C@@H]1Oc2ccc(NC(=O)c3ccncc3)cc2C(=O)N([C@H](C)CO)C[C@H]1C | -4.1
O=C(c1ccncc1)N1C[C@@H]2[C@H](c3ccccc31)[C@H](CO)N2C(=O)c1ccccn1 | 0.4
CCC(=O)NC[C@H]1[C@@H](c2ccc(-c3ccc(C#N)cc3)cc2)[C@@H](CO)N1CCC(F)(F)F | -0.4
O=S(=O)(NC[C@@H]1CC[C@H]2NC[C@H]2O1)c1ccccc1F | -0.8
O=C(Nc1cccc(F)c1)N1CC(=O)N2[C@H](C1)[C@H](c1ccc(Br)cc1)[C@@H]2CO | -0.5
Cc1noc(C)c1NC(=O)N(C)C[C@@H]1Oc2ccc(NC(=O)Nc3ccccc3)cc2C(=O)N([C@H](C)CO)C[C@@H]1C | 0.0
COc1ccc2c3c([nH]c2c1)[C@H](CO)N(Cc1ccncc1)CC31CCN(C(=O)c2cccnc2)CC1 | 0.1
C[C@@H](NC(=O)C[C@H]1CC[C@H]2[C@@H](COC[C@H](O)CN2C(=O)Nc2cccc(Cl)c2)O1)c1ccccc1 | 0.2
CO[C@@H]1CN(C)C(=O)c2cc(NC(=O)C3CCCCC3)ccc2OC[C@@H](C)N(C)C[C@@H]1C | 0.1
C[C@@H]1CN([C@H](C)CO)C(=O)c2cccc(NS(=O)(=O)c3cn(C)cn3)c2O[C@@H]1CN(C)S(=O)(=O)c1ccc(Cl)cc1 | -0.2
Cc1cccc(S(=O)(=O)N2C[C@H]3[C@@H](c4ccccc42)[C@H](CO)N3C(=O)CC2CC2)c1 | -0.1
Cc1ccc(S(=O)(=O)NCC[C@H]2CC[C@@H](NS(=O)(=O)c3ccccc3Cl)[C@H](CO)O2)cc1 | -0.1
C[C@@H]1CCCCO[C@@H](CN(C)S(=O)(=O)c2ccc(F)cc2)[C@H](C)CN([C@@H](C)CO)C(=O)c2cc(NC(=O)C3CCCCC3)ccc2O1 | -0.6
COc1ccc(S(=O)(=O)Nc2ccc3c(c2)C(=O)N([C@H](C)CO)C[C@H](C)[C@@H](CN(C)Cc2ccc(Oc4ccccc4)cc2)O3)cc1 | -0.1
CN(C)C(=O)c1cccc(-c2ccc([C@@H]3[C@@H](CO)N4CCCCN(CCC(F)(F)F)C[C@H]34)cc2)c1 | 1.2
CN1[C@@H]2c3ccc(C4=CCCCC4)c(=O)n3C[C@H]1[C@H](CO)[C@H]2C(=O)N1CCCCC1 | 0.3
COc1ccc(S(=O)(=O)N2CCC3(CC2)CN(C(=O)c2cccnc2)[C@H](CO)c2c3c3ccc(OC)cc3n2C)cc1 | 0.7
COc1ccc(NC(=O)N(C)C[C@@H]2Oc3c(NC(=O)C4CCOCC4)cccc3C(=O)N([C@@H](C)CO)C[C@H]2C)cc1 | -1.3
Cc1ccc(S(=O)(=O)N(C)C[C@H]2Oc3c(NC(=O)C4CC4)cccc3C(=O)N([C@@H](C)CO)C[C@H]2C)cc1 | -0.9
CNC[C@H]1Oc2c(NC(=O)C3CCCCC3)cccc2C(=O)N([C@@H](C)CO)C[C@H]1C | -2.5

Entries from the list above that have a thiophene ring, fused or not (2):
SMILES | TcdB GH inh
Cc1ccc(S(=O)(=O)N(C)C[C@@H]2Oc3ccc(NS(=O)(=O)c4cccs4)cc3C(=O)N([C@@H](C)CO)C[C@@H]2C)cc1 | -0.4
C[C@H](CO)N1C[C@H](C)[C@H](CN(C)S(=O)(=O)c2cccs2)Oc2ccc(NS(=O)(=O)c3ccc(Cl)cc3)cc2CC1=O | 0.9

Looked up by structure from the entries so far, six records:
SMILES | TcdB GH inh
Cc1noc(C)c1NC(=O)N(C)C[C@@H]1Oc2ccc(NC(=O)Nc3ccccc3)cc2C(=O)N([C@H](C)CO)C[C@@H]1C | 0.0
COCC(=O)Nc1ccc2c(c1)C(=O)N(C)C[C@H](OC)[C@H](C)CN(Cc1cc(F)ccc1F)[C@@H](C)CO2 | 0.2
COc1ccc2c3c([nH]c2c1)[C@H](CO)N(Cc1ccncc1)CC31CCN(C(=O)c2cccnc2)CC1 | 0.1
Cc1ccc(S(=O)(=O)N(C)C[C@H]2Oc3c(NC(=O)C4CC4)cccc3C(=O)N([C@@H](C)CO)C[C@H]2C)cc1 | -0.9
CCC(=O)NC[C@H]1[C@@H](c2ccc(-c3ccc(C#N)cc3)cc2)[C@@H](CO)N1CCC(F)(F)F | -0.4
C[C@H]1CN([C@@H](C)CO)C(=O)c2c(c3ccccc3n2C)-c2ccccc2CO[C@H]1CN(C)C | 11*

Following part
SMILES | TcdB GH inh
CC(C)N(C[C@H]1[C@@H](c2ccccc2)[C@H](CO)N1S(C)(=O)=O)C(=O)CN(C)C | -1.9
COc1ccc(-c2ccc([C@@H]3[C@@H](CO)N4CCCCN(C(=O)c5ccc6c(c5)OCO6)C[C@H]34)cc2)cc1 | -0.9
C[C@H](CO)N1C[C@H](C)[C@@H](CN(C)C(=O)Cc2ccccc2)Oc2cc(-c3cncnc3)ccc2S1(=O)=O | 0.3
COc1ccc(S(=O)(=O)Nc2ccc3c(c2)CC(=O)N([C@@H](C)CO)C[C@H](C)[C@@H](CN(C)Cc2ccncc2)O3)cc1 | 0.4
COc1cccc(C(=O)Nc2ccc3c(c2)C(=O)N(C)[C@@H]2CC[C@@H](CC(=O)N[C@H](C)c4ccccc4)O[C@H]2CO3)c1 | -0.6
C[C@H](CO)N1C[C@H](C)[C@@H](CN(C)Cc2ccc(C(=O)Nc3ccccc3N)cc2)Oc2ccc(NS(C)(=O)=O)cc2CC1=O | 0.5
CCCc1cn(CC[C@@H]2CC[C@H](NC(=O)C3CCCC3)[C@H](CO)O2)nn1 | 1.0
O=C(Nc1ccccc1)N1CCCCN2[C@H](CO)[C@@H](c3ccc(C#Cc4cccnc4)cc3)[C@@H]2C1 | 0.6
CCC(=O)N(C)C[C@H]1Oc2cc(C#C[C@@H](C)O)ccc2S(=O)(=O)N([C@H](C)CO)C[C@H]1C | 0.2
CC(C)NC(=O)N[C@H]1CC[C@@H](CCNS(=O)(=O)Cc2ccccc2)O[C@@H]1CO | -1.0
CCC(=O)Nc1ccc2c(c1)OC[C@@H](C)N(C(=O)COC)C[C@@H](C)[C@@H](OC)CN(C)C2=O | -0.3
CCNC(=O)[C@H]1[C@H](CO)[C@H]2Cn3c(cccc3=O)[C@H]2N1Cc1cccc(F)c1 | -1.9
CNC[C@H]1Oc2ccc(NC(=O)Nc3ccc(C(F)(F)F)cc3)cc2CC(=O)N([C@@H](C)CO)C[C@H]1C | -0.5
COC(=O)[C@@H]1[C@@H](CO)[C@@H]2Cn3c(ccc(-c4ccc(F)cc4)c3=O)[C@H]1N2C(C)=O | -0.1
O=C(C1CC1)N1CC2(C1)[C@@H](c1ccccc1)[C@@H](CO)N2Cc1ccccc1F | 1.1
C[C@H]1CN([C@@H](C)CO)S(=O)(=O)c2ccc(Br)cc2O[C@@H]1CN(C)CC1CCOCC1 | -0.7
COc1cccc(C(=O)Nc2ccc3c(c2)OC[C@@H](C)N(C(=O)C2CCOCC2)C[C@@H](C)[C@H](OC)CN(C)C3=O)c1 | 0.7
COc1ccc2c3c(n(C)c2c1)[C@H](CO)N(Cc1ccccc1OC)CC31CCN(CC2CCOCC2)CC1 | -5.1
C[C@H](CO)N1C[C@H](C)[C@H](CN(C)Cc2ccc(C(F)(F)F)cc2)Oc2ccc(NC(=O)CCN3CCOCC3)cc2CC1=O | -1.4
CCCNC(=O)C[C@@H]1C[C@H]2c3cc(NS(C)(=O)=O)ccc3O[C@H]2[C@@H](CO)O1 | 0.2
COCC#Cc1cnc2c(c1)C(=O)N([C@@H](C)CO)C[C@H](C)[C@@H](CN(C)C(C)=O)O2 | -2.1
C[C@@H]1CCCCO[C@H](CN(C)S(=O)(=O)c2ccc(Cl)cc2)[C@H](C)CN([C@H](C)CO)C(=O)c2cc(NC(=O)Cc3ccccc3)ccc2O1 | 0.5
C[C@H]1CN([C@@H](C)CO)C(=O)Cc2cc(NC(=O)Nc3ccc4c(c3)OCO4)ccc2O[C@H]1CN(C)C(=O)Nc1cccc2ccccc12 | 0.0
C[C@H](CO)N1C[C@H](C)[C@H](CN(C)Cc2ccc(C(=O)O)cc2)Oc2ccc(NC(=O)Nc3ccc(F)cc3)cc2CC1=O | -0.2
CC(C)NC(=O)N(C)C[C@H]1Oc2ccc(NC(=O)NC3CCCCC3)cc2C(=O)N([C@@H](C)CO)C[C@@H]1C | 1.7
COc1ccc(S(=O)(=O)N(C)C[C@@H]2Oc3cc(C#CC4CCCC4)ccc3S(=O)(=O)N([C@@H](C)CO)C[C@H]2C)cc1 | -0.2
C[C@H]1CN([C@@H](C)CO)C(=O)c2cc(C#CC3(O)CCCC3)cnc2O[C@H]1CN(C)S(=O)(=O)c1ccc(F)cc1 | 0.8
C/C=C/c1ccc2c(c1)O[C@@H](CN(C)C(=O)c1ccccn1)[C@H](C)CN([C@@H](C)CO)S2(=O)=O | -0.3

Source: PubChem

This is a subset; the hit share may differ from the screen's.
